Screening results: PubChem BioAssay, National Center for Advancing Translational Sciences (NCATS)
Mm-Cpn inhibitor: Inhibitors of TCP-1 ring complex (TRiC) of Methanococcus maripaludis (MmCpn): qHTS | Chaperonin Mm-Cpn (Methanococcus maripaludis) | purified Mm-Cpn ATPase, ADP Transcreener TR-FRET | Potency, µM (top dose mostly 76.9 µM), for inactives: at the highest dose activity, negative = inhibition, usual class: inhibitors | 330,000 compounds, 0.031% hits; note: potency is the fitted concentration of half-maximal effect; % is set by controls: 0 for no effect and ±100 for the full control effect; nearly all actives have a fitted effect of over 80% in size
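Purified archaeal Mm-CPN (25nM final) preincubated 10 min at 37degC with compound, then 10uM ATP for 30 min at 37degC; ADP measured by HTRF Transcreener TR-FRET; buffer 30 mM TRIS pH 7.4, 100mM KCl, 5mM MgCl2, 1mM DTT.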
EPAC2 antag: qHTS for Antagonist of cAMP-regulated guanine nucleotide exchange factor 2 (EPAC2): primary screen. EPAC2 GEF exchange of Rap1B-BODIPY-GDP, fluorescence. Rap guanine nucleotide exchange factor 4 (Homo sapiens), Q8WZA2. 360,000 compounds, 0.18% hits. Potency, µM (top dose mostly 114 µM), for inactives: at the highest dose activity, negative = inhibition, actives largely listed as inhibitors; note: potency is the fitted concentration of half-maximal effect; % is set by controls: 0 for no effect and ±100 for the full control effect; nearly all actives have a fitted effect of over 45% in size; many of its hits are not listed in these tables
Target sequence (Q8WZA2 whole entry, looked up): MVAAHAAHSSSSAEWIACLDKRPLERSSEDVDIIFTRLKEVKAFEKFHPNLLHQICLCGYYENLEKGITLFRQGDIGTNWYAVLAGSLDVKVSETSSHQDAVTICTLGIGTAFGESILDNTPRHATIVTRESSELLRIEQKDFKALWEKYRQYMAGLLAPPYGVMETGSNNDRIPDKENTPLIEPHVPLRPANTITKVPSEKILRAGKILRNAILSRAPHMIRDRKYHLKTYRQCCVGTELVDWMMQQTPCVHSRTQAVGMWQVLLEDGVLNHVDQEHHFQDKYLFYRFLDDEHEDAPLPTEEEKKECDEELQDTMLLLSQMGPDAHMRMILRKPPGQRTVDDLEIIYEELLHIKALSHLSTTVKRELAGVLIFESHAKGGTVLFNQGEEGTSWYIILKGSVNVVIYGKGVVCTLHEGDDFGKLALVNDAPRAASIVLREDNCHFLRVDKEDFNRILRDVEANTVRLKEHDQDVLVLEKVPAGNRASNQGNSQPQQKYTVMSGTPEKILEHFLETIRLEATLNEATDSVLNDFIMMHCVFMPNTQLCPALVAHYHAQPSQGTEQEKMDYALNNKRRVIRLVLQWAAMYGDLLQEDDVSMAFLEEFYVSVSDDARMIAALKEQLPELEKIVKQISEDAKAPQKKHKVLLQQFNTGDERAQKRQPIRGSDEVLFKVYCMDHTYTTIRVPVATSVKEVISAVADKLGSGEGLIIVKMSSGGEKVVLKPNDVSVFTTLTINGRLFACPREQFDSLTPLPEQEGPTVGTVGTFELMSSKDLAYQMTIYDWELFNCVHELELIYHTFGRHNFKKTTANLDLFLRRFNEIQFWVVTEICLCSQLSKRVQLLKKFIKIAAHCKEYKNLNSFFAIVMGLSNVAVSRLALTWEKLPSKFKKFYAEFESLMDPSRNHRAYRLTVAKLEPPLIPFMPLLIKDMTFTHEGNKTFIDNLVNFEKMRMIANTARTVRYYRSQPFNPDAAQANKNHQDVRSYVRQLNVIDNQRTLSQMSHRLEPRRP
D3 antag: qHTS of D3 Dopamine Receptor Antagonist: qHTS | D3R cells, DiscoveRx beta-arrestin luminescence, antagonist mode; hits give low values | max response, negative = inhibition, % | 360,000 compounds, 2.5% hits; in the data active = max response below about -50%; inconclusive = no clear call, values can overlap the other calls; note: % is set by controls: 0 for no effect and ±100 for the full control effect; mostly tested at two doses, the higher about 12 µM
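Cells expressing the human receptor were seeded at 1500 cells/well, incubated overnight at 37 degrees C in 5% CO2, then exposed to library compounds with dopamine controls for 90 minutes at 37 degrees C before luminescent detection.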
PTHR1 agonist: qHTS for PTHR1 Agonists: Primary Screen. AID 743266, 2014. Parathyroid hormone/parathyroid hormone-related peptide receptor (Homo sapiens), Q03431. HEK293 GP2 PTHR1 cells, GloSensor cAMP luminescence, 1 h. Potency, µM (series often up to 115 µM), without a hit: at the highest dose activation, most hits filed as activators. 410,000 compounds, 0.075% hits; note: potency is the fitted concentration of half-maximal effect; nearly all actives have a fitted effect of over 55% in size; some results filed as inactive show a strong effect at the top dose; inactives centre near -15; many of its hits are not listed in these tables
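HEK-293-derived GP2 cells expressing PTHR1 and a GloSensor cAMP reporter, 3,000/well, plated overnight, given luciferin plus IBMX (each 0.5 mM as added) for 1 h at 37 °C, then compound for 1 h at 37 °C. Luminescence was read after 15 min at room temperature.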
pAkt inh: HTS Assay for Inhibitors of Akt Phophorylation: Primary Screen | Neuro2A IGF-stimulated pAkt S473 HTRF, 20 min; hits give low values | activity change, % for hits at 50 µM | 360,000 compounds, 0.32% hits; in the data active = activity change below about -80%; inconclusive = mostly about -51% to -80%; note: % is set by controls: 0 for no effect and ±100 for the full control effect
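Neuro2A cells (4,500/well, DMEM with 0.5% FBS) were treated with compound at a single 50 µM final concentration, stimulated with 6 nM IGF for 20 min at 37 °C, and lysed. Phospho-Akt Ser473 was read by HTRF as 665/615 ratio ×10^4.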
DRD3 agonist: qHTS of D3 Dopamine Receptor Agonist: qHTS | D(3) dopamine receptor (Homo sapiens), P35462 | D3R DiscoveRx beta-arrestin cells, luminescence, 90 min | max activation, % | 410,000 compounds, 0.58% hits; in the data active = max activation above about 30%; note: 0% is about no effect; mostly tested at two doses, the higher about 12 µM
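Agonist mode: compounds and dopamine controls were applied to plated cells for 90 min at 37 degrees C after an overnight attachment at 1500 cells/well. Luminescent read-out followed 30 - 60 minutes at room temperature with DiscoveRx detection reagent.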
CCT chaperon mod: High-Throughput Screening for Modulators of Cytosolic Chaperonin Activity; purified chaperonin ATPase assay, HTRF ADP detection, 30 min; activity change, % (no concentration beside the values), hits read low; 360,000 compounds, 0.3% hits; AID 651819, 2012; in the data active = activity change below about -30%; note: % is set by controls: 0 for no effect and ±100 for the full control effect
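First, chaperonin was dispensed at 40 nM or 20 nM final depending on batch activity. Next, compounds were pinned at 76 uM and ATP added at 10 uM. After 30 min at 37 °C, ADP detection reagents ran 30 min at ambient temperature.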
EPAC2 ag: qHTS for Agonist of cAMP-regulated guanine nucleotide exchange factor 4 (EPAC2): primary screen | EPAC2 activation, biochemical qHTS; response scale: 100% = 6.5 mM cAMP response | Potency, µM (highest dose often 154 µM), for the others: top-dose activation, most hits filed as activators | 360,000 compounds, 0.079% hits; note: potency is the fitted concentration of half-maximal effect; nearly all actives have a fitted effect of over 50% in size
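Nucleotide exchange monitored as fluorescence drop when BODIPY-GDP leaves Rap1B. Reaction: 100 nM EPAC2, 250 nM RAP1B-BODIPY-GDP, 50 uM GDP, room temperature, kinetic read over 30 min. Activity expressed relative to 6.5 mM cAMP.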
* = called active by the depositor; i = inactive; ? = inconclusive; / = no result given; & = joins results of further samples; [ ] = dose if it differs, or a comment. Unless noted, calls come from the whole dose curve; as a rule, active = well fitted curve in the direction sought with a large enough effect; inconclusive = small, poorly fitted or top-dose-only effect, or another doubt; inactive = no such curve, though single readings can be large; an effect the other way counts as inactive or inconclusive. A portion of the library. The share of hits here may be higher or lower than overall.

cpd	canonical_smiles	Mm-Cpn inhibitor	EPAC2 antag	D3 antag	PTHR1 agonist	pAkt inh	DRD3 agonist	CCT chaperon mod	EPAC2 ag
1	Cc1cccc2c1N(CCCOc1ccc(C(C)(C)C)cc1)C(=O)C2=O	2%	-23%	-22	-44%[inhibitor]	i	-8	-1.2	-6%
2	Cc1nn(CC#N)c(=O)n1-c1cccc(F)c1	0%	7%	-10	-17%	i	-5	0.2	-6%
3	CN=c1scc(-c2cccs2)n1/N=C/c1ccc(O)c(O)c1O	0%	-3%	3	-53%[inhibitor]	i	170*	1.9	0%
4	Cn1c(=O)[nH]c(=O)c2c1nc(Br)n2CCCSc1nc2ccccc2o1	0%	-4%	17	i	i	1	-1.6	13%
5	Cc1cc(C)cc(OCC(=O)Nc2ccccc2C(=O)N2CCOCC2)c1	-2%	7%	3	i	i	-10	1.0	-8%
6	O=C(Nc1cccc(S(=O)(=O)N2CCOCC2)c1)c1cc(=O)[nH]c2ccccc12	0%	2%	5	-22%	i	4	-1.8	12%
7	Cc1cccc2c(N=Nc3ccc(S(=O)(=O)Nc4cccc(Cl)c4)cc3[N+](=O)[O-])c(O)[nH]c12	-4%	1%	?	-38%[inhibitor]	i	0	0.4	-6%
8	CCCCNC(=S)N(C)/N=C/c1c(F)cccc1F	-1%	1%	13	-25%	i	1	-2.0	-8%
9	COc1ncnc(OC)c1S(=O)(=O)Nc1ccc(C(F)(F)F)cc1	1%	-13%	-1	-8%	i	1	-0.1	0%
10	Cc1n[nH]c(=O)c2c(NC(=O)COC(=O)c3cccc(OC(F)F)c3)oc(C)c12	0%	-8%	8	i	i	-5	1.6	7%
11	O=C(C1=NN(c2ccccc2)C2C(=O)N(c3ccc(Cl)cc3)C(=O)C12)c1ccccc1 (stereo not drawn)	0%	23%	23	i	i	9	-2.6	14%
12	COc1ccccc1/C=C/C=N/n1c(-c2ccc(C)cc2)n[nH]c1=S	1%	1%	-12	i	i	-11	-2.7	6%
13	CC(C)[C@@H](C(=O)N[C@@H](C(=O)O)c1ccccc1)N1C(=O)N2CCc3c([nH]c4ccccc34)[C@@]2(C)C1=O	0%	33%	0	-18%	i	0	-2.4	1%
14	Cc1cccc(Nc2cc(C)c3c(O)cccc3n2)c1C	-1%	-13%	-11	-58%[inhibitor]	i	0	-1.6	11%
15	Cc1cc(NC(=O)C(C)SCC(=O)OCC(=O)Nc2c(C)cccc2C(C)C)no1 (stereo not drawn)	-2%	-3%	7	i	i	4	-2.3	3%
16	CC(C)C(=O)N1CCC2(CC1)Oc1ccc(F)cc1C(=O)C21CC(c2ccccc2)=NO1 (stereo not drawn)	1%	?	-17	-14%	i	-19	-2.2	17%
17	CC(C)C(NC(=O)c1ccc(C(C)(C)C)cc1)C(=O)NC1=NCCS1 (stereo not drawn)	0%	-1%	-15	-3%	i	-2	1.1	1%
18	COc1ccc([C@H]2CC(=O)C=C(c3ccc(Cl)c(F)c3)C2)cc1	-3%	-14%	-10	-25%	i	-19	-3.0	16%
19	CCCCC(CC(O)COCCC)C(=O)NN (stereo not drawn)	3%	2%	2	-9%	i	1	-1.1	1%
20	COc1ccccc1-n1cnc(N)c1C(=O)c1ccccc1	0%	-1%	16	i	i	-6	-1.7	-2%
21	CCc1c(C)sc2nc3c(C(=O)N4CCOCC4)cc(C(=O)c4cc(F)ccc4O)cn3c(=O)c12	-3%	-5%	-25	-20%	i	4	1.8	5%
22	CS/C(=N\S(=O)(=O)c1cccs1)Nc1ccc(N2CCOCC2)cc1	-1%	4%&10%	13&-2	-2%	i	-8&-1	-1.4&-2.3	-2%&14%
23	Cc1ccc(NC2CCCN(C(=O)c3ccc(F)cc3)C2)cc1C (stereo not drawn)	1%	2%	-13	i	i	-7	0.2	3%
24	COc1cc(/C=N/NC(=O)c2ccc(COc3cc(C)ccc3C(C)C)cc2)cc(OC)c1O	0%	6%	35	-13%	i	8	2.2	-29%
25	Cn1c(=O)c2[nH]c(CCC3CCCC3)nc2n(C)c1=O	/	4%	9	-23%	i	-7	-0.7	3%

Next section; the last 2 above are carried over.
cpd	canonical_smiles	Mm-Cpn inhibitor	EPAC2 antag	D3 antag	PTHR1 agonist	pAkt inh	DRD3 agonist	CCT chaperon mod	EPAC2 ag
24	COc1cc(/C=N/NC(=O)c2ccc(COc3cc(C)ccc3C(C)C)cc2)cc(OC)c1O	0%	6%	35	-13%	i	8	2.2	-29%
25	Cn1c(=O)c2[nH]c(CCC3CCCC3)nc2n(C)c1=O	/	4%	9	-23%	i	-7	-0.7	3%
26	O=C(NC1(C(F)(F)F)NC(=O)N(Cc2ccccc2)C1=O)c1cccnc1 (stereo not drawn)	0%	-2%	9	i	/	7	1.4	-84%[15.6 µM]
27	CCOc1ccc(C(=O)NCC(c2ccco2)N2CCc3ccccc3C2)cc1 (stereo not drawn)	0%	-1%	-20	-18%	i	-14	-1.4	13%
28	O=C(c1ccccc1-c1ccccc1)N1CCCCC1	-7%	4%	-4	-9%	i	4	-0.4	3%
29	Cc1cc(C)cc(NC(=O)COC(=O)CCCC2=NS(=O)(=O)c3ccccc3N2)c1	0%	-3%	1	-2%	i	1	-2.4	2%
30	COc1cccc(C(=O)Nc2ccc(Cl)c(C(F)(F)F)c2)c1	-1%	-12%	5	-23%	i	1	-0.3	-9%
31	O=[N+]([O-])c1ccc(C=NN2CCNC2=S)o1	/	-6%	10	i	i	6	0.1	4%
32	O=C(Cn1c(=O)sc2ccccc21)N1CCOCC1	1%	1%	2	-6%[57.5 µM]	i	3	-1.7	5%
33	CC(C)(C)C(=O)Nc1cccc(-c2ccc[nH]2)n1	/	-2%	-26	i	i	-3	-1.9	-4%
34	Cc1cc(C)n(-c2nc3ccccc3c(=O)n2OCc2ccc(F)cc2)n1	1%	-5%	20	-18%[57.5 µM]	i	3	-1.9	9%
35	Cn1nc(C(=O)Nc2ccc(S(=O)(=O)Nc3ncccn3)cc2)ccc1=O	0%	2%	7	-2%	i	4	0.2	-2%
36	Cc1cc(NC(=O)CCS(=O)(=O)c2ccc3c(c2)NC(=O)C(C)S3)ccc1Br (stereo not drawn)	-9%	-9%	25	i	i	9	2.1	3%
37	CCN(CC)CCCNC(=O)c1cc(Nc2ccc(OC)cc2OC)nc2ccccc12	-1%	-4%	-19	-10%	i	-2	0.9	4%
38	CCc1sc(C(C2C(=O)CC(C)(C)CC2=O)C2C(=O)CC(C)(C)CC2=O)cc1[N+](=O)[O-]	1%	-1%	9	-34%[inhibitor]	i	6	0.5	-1%
39	CN(C(=O)COC(=O)CNC(=O)c1ccccc1Cl)c1ccccc1	1%	8%	-5	i	i	9	-1.2	2%
40	Cc1cc(Nc2nnnn2-c2ccccc2)n(-c2ccccc2)n1	0%	-1%	-19	-11%[57.5 µM]	/	2	0.1	9%
41	O=C(Nc1cccn2ncnc12)c1cccc(C(F)(F)F)c1	0%	-4%	4	i	i	10	1.4	6%
42	CN1CCN(C(=O)CN(C)S(=O)(=O)c2ccc3ccccc3c2)CC1	3%	-4%	-8	-3%	i	-12	0.0	9%
43	CC(=O)Nc1ccc(NC(=O)C(C)O/N=C/c2cccc([N+](=O)[O-])c2)cc1 (stereo not drawn)	0%	10%	-16	-56%	i	-5	0.6	3%
44	CC1CCN(CCCNC(=O)COc2cc(=O)n(C)c3ccccc23)CC1	1%	1%	-75*	i	i	-7	0.2	0%
45	CCCCn1c2nc3ccccc3nc2c2c(=O)n(CCC(C)C)cnc21	-2%	5%	4	i	i	2	-0.2	1%
46	CC1CCCC(NC(=O)COC(=O)c2cc(S(=O)(=O)N3CCCCC3)ccc2N2CCOCC2)C1C (stereo not drawn)	1%	0%	-9	-7%[57.5 µM]	i	-3	-0.6	-3%

Compounds from the list above with an aryl methoxy group:
cpd	canonical_smiles	Mm-Cpn inhibitor	EPAC2 antag	D3 antag	PTHR1 agonist	pAkt inh	DRD3 agonist	CCT chaperon mod	EPAC2 ag
9	COc1ncnc(OC)c1S(=O)(=O)Nc1ccc(C(F)(F)F)cc1	1%	-13%	-1	-8%	i	1	-0.1	0%
12	COc1ccccc1/C=C/C=N/n1c(-c2ccc(C)cc2)n[nH]c1=S	1%	1%	-12	i	i	-11	-2.7	6%
18	COc1ccc([C@H]2CC(=O)C=C(c3ccc(Cl)c(F)c3)C2)cc1	-3%	-14%	-10	-25%	i	-19	-3.0	16%
20	COc1ccccc1-n1cnc(N)c1C(=O)c1ccccc1	0%	-1%	16	i	i	-6	-1.7	-2%
24	COc1cc(/C=N/NC(=O)c2ccc(COc3cc(C)ccc3C(C)C)cc2)cc(OC)c1O	0%	6%	35	-13%	i	8	2.2	-29%
30	COc1cccc(C(=O)Nc2ccc(Cl)c(C(F)(F)F)c2)c1	-1%	-12%	5	-23%	i	1	-0.3	-9%
37	CCN(CC)CCCNC(=O)c1cc(Nc2ccc(OC)cc2OC)nc2ccccc12	-1%	-4%	-19	-10%	i	-2	0.9	4%
